CCR6 antagonist: CCR6 (human) receptor antagonism; P51684; CHO-K1 CCR6 PathHunter beta-arrestin, luminescence, CCL20-stimulated; inhibition, % at 20 µM; actives 0.49% (n = 340,000);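 active = compounds whose inhibition of the agonist-driven luminescence signal at 20 µM reaches about 50%, limit read from the data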;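 note: cells stimulated with CCL20 at 14 nM final; plate controls were DMSO with CCL20 for no effect and DMSO without agonist for full effect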
EBI2 antag: antagonists of human EBI2 receptor | P32249 | actives 0.81% (n = 360,000) | EBI2 beta-arrestin recruitment, luminescence, 7a,25-OHC stimulated | AID 651636 | inhibition, % at 5 µM; in the data active = inhibition above about 38%;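 note: enzyme fragment complementation signal reports receptor beta-arrestin coupling in cells; 0% = agonist plus DMSO wells and 100% = wells without agonist; some results beyond the cut were filed as inactive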
Target sequence (P32249 whole entry, looked up, the tested form may be a part): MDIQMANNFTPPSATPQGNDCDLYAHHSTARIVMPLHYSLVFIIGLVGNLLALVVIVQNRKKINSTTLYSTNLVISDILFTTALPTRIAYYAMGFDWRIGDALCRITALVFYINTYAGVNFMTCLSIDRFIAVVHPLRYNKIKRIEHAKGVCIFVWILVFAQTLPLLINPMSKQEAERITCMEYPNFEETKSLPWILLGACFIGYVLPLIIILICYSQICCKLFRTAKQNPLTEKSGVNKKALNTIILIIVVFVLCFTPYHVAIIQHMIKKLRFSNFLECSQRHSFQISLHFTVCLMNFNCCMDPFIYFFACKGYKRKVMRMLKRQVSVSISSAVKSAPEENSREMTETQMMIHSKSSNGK
Gli-Sufu block: blocks Gli-Sufu signaling in a luciferase reporter | actives 0.74% (n = 340,000) | AID 588413 | inhibition, % at 5 µM | Sufu-KO-LIGHT fibroblasts, Gli luciferase reporter luminescence;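 active = inhibition above about 55%, limit read from the data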;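 note: 0% = DMSO-treated cells and 100% = wells with medium but no cells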
APJ ag: APJ receptor agonism | P35414 | activation, % at 20 µM | AID 2520 | actives 0.11% (n = 330,000) | CHO-K1 APJ PathHunter beta-arrestin, luminescence; 0% DMSO wells, 100% apelin;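 active = activation more than six SD over the plate average, tested at 20 µM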;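 note: 0% = DMSO alone and 100% = apelin-13 at 10 nM; some results filed as inactive read as strong as hits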
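assay system = CHO-K1 APJ beta-arrestin complementation cell line | input = cell density 1000 per well | dosing = compound 20 µM once, DMSO 1% | timing = compound 90 min 25 °C, reagent 1 h | measured by = luminescence from split beta-galactosidase complementation, Galacton Star/Emerald II substrate | read-out basis = APJ agonist activity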
APJ antagonist: blocks the human apelin receptor APJ; P35414; CHO-K1 APJ beta-arrestin complementation, luminescence; inhibition, % at 20 µM; actives 0.32% (n = 330,000);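 active = inhibition above about 40% at 20 µM, limit read from the data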;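 note: cells challenged with 10 nM apelin-13 agonist together with compound; plate controls were apelin-13 plus DMSO wells for no effect and DMSO wells lacking apelin-13 for full effect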
CXCR6 block: CXCR6 (human) receptor inhibition. AID 602244. CHO-K1 PathHunter CXCR6 beta-arrestin, luminescence. inhibition, % at 20 µM. actives 0.36% (n = 360,000). O00574; in the data active = inhibition above about 34%, passing the limit was not always enough;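 note: antagonist mode with CXCL16 agonist at 10 nM final; 0% = 10 nM CXCL16 with DMSO and 100% = unstimulated wells without agonist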
Target sequence (O00574 whole entry, looked up): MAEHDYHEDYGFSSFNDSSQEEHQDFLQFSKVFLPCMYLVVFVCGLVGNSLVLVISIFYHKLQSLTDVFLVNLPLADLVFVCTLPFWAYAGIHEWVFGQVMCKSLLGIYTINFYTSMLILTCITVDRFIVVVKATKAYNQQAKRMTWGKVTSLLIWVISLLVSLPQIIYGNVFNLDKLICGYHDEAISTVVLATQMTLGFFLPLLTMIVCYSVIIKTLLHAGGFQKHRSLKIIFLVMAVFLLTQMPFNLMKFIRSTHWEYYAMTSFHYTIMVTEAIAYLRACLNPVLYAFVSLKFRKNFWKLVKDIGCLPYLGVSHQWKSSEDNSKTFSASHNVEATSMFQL
ATG4B inh: inhibitors of human ATG4B cysteine protease | inhibition, % at 8.33 µM | Q9Y4P1 | actives 0.51% (n = 340,000) | ATG4B cleavage of LC3-PLA2, NBD-HPC fluorescence, 1 h | AID 504462; in the data active = inhibition above about 40%
UBC13 inh: blocks human UBC13 polyubiquitin chain formation; P61088; TR-FRET; inhibition, % at 20 µM; actives 0.47% (n = 330,000); AID 485273; in the data active = inhibition above about 45%, passing the limit was not always enough
Target sequence (P61088 whole entry, looked up): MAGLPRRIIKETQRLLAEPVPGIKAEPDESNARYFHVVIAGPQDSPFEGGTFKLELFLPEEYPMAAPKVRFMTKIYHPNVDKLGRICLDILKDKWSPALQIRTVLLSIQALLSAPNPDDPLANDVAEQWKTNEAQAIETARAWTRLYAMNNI
An asterisk follows results filed as active; nt = not tested or not shown.

SMILES	CCR6 antagonist	EBI2 antag	Gli-Sufu block	APJ ag	APJ antagonist	CXCR6 block	ATG4B inh	UBC13 inh
COc1ccc(C(=O)NC2(C(F)(F)F)N=C3SCCN3C2=O)cc1 (configuration not stated)	2	-4	0	-2	15	4	6	-8
O=C(CCNc1cccc(C(F)(F)F)c1)c1ccco1	16	-6	2	1	-14	-11	0	-10
O=C(NC1CCCCC1)C(c1ccccc1)N(Cc1ccc2c(c1)OCO2)C(=O)c1cnsn1 (configuration not stated)	14	11	7	-7	-5	4	-5	-7
c1ccc(NCc2ccncc2)cc1	10	-5	-4	0	-15	-7	2	-6
CC(C)CNC(=O)c1ccccc1NC(=O)c1ccc(CN2CCOCC2)cc1	-3	5	-3	1	-3	4	-3	9
COC(=O)[C@]1(C)CCC[C@@]2(C)C3CC[C@@]4(C)C[C@]3(CCC21)CC(=O)N4C (some centres not stated)	1	1	8	-3	1	-7	-10	-9
Cc1nc2c(C)cccc2c(SC(=N)N)c1CC=C(Cl)Cl	6	-13	6	6	3	6	-9	-14
NCC12CC3CC(C1)CC(CN)(C3)C2	7	-8	-12	-4	2	-9	-7	17
CCn1c(/C=C/c2ccccc2F)nc2ccccc2c1=O	14	-10	-10	-1	10	3	3	3
Cc1ccc2c(c1)c(-c1csc(N)n1)c(C)n2C	0	5	-5	-2	2	-14	12	-2
CCC(=O)N1CCc2cc(S(=O)(=O)CCC(=O)NCc3ccc4c(c3)OCO4)ccc21	0	5	-13	-3	-9	3	-5	4
COCCC(=O)N1CCC(Oc2ccc(C(=O)N3C[C@H]4CC[C@H]3C4)cc2)CC1	-7	7	-11	0	14	-4	16	-1
S=C(NCc1ccccc1)Nc1ccc(Cl)cc1	1	4	-5	-2	10	-2	27	9
Cn1c(-c2c(N)n(CCc3ccccc3)c3nc4ccccc4nc23)nc2ccccc21	-1	18	9	-3	0	7	14	12
CCOC(=O)Cn1nc(C)c([N+](=O)[O-])c1C	-3	-8	8	-2	11	-2	-3	-1

Three compounds from above, arranged by the value under ATG4B inh, descending.
Structure | ATG4B inh
S=C(NCc1ccccc1)Nc1ccc(Cl)cc1 | 27
CCn1c(/C=C/c2ccccc2F)nc2ccccc2c1=O | 3
O=C(NC1CCCCC1)C(c1ccccc1)N(Cc1ccc2c(c1)OCO2)C(=O)c1cnsn1 (configuration not stated) | -5

New compounds follow
SMILES	CCR6 antagonist	EBI2 antag	Gli-Sufu block	APJ ag	APJ antagonist	CXCR6 block	ATG4B inh	UBC13 inh
CC(=O)N1CCC[C@H]1C(=O)O	3	-6	-1	-5	-8	-6	0	-2
O=C(O)c1cc(-c2ccc(Cl)c(Cl)c2)n(-c2ccccc2)n1	4	0	-12	-3	22	-8	9	4
COc1ccccc1NC(=O)c1ccc2nc(C)sc2c1	10	0	-77	0	16	4	0	-2
COc1ccc(C(C)=O)cc1COc1ccc(Cl)c(C)c1	6	11	3	2	15	-6	-2	3
COc1ccc(CCN2CC(C(=O)N3CCN(C(C)=O)CC3)CCC2=O)cc1 (configuration not stated)	-5	-3	-3	3	16	5	1	0
COc1ccc(/C=C2\SC(=S)N(CCC(=O)N(CCO)Cc3ccccc3)C2=O)cc1OC	18	14	11	-1	2	9	-2	4
Cc1cccc(N2N=C(C(=O)Nc3nc(C)cs3)CCC2=O)c1	12	-3	-3	-3	9	13	-6	-6
CSc1nc2c(cnn2-c2ccc(C)c(C)c2)c(=O)[nH]1	0	-3	10	-2	20	-1	-10	3
CC(=O)Nc1ccc(S(=O)(=O)Nc2nc3ccccc3nc2N2CCc3ccccc3C2)cc1	1	4	2	-1	-4	-2	25	-5
CCC(C)[C@H](N)c1cn([C@@H](CCCCN)C(=O)N2CCNCC2)nn1 (some centres not stated)	5	0	0	-2	13	-5	10	-5
C/C(=N\O)C1(C)N(O)C(C)(C)C(c2ccco2)=[N+]1[O-] (configuration not stated)	2	-10	-7	-1	-7	-2	-9	-7
CCCCn1c(N)c(N(CCOC)C(=O)c2cc(-c3ccccc3)nc3ccccc23)c(=O)[nH]c1=O	0	-21	-6	7	-60	6	-3	-8
COc1ccc(-c2ccc(CCC(=O)O)n2C(C)C)cc1	1	-3	-1	-5	-12	-1	1	5
C/C(=N\NC(=S)Nc1ccccc1)C1Cc2ccccc2C(=O)O1 (configuration not stated)	30	-2	4	2	4	3	-6	7
O=C(O)c1ccccc1S(=O)(=O)NCC(O)COC1CCCCC1 (configuration not stated)	4	-4	-20	-1	22	-12	8	-5

Single records, as listed above:
C/C(=N\NC(=S)Nc1ccccc1)C1Cc2ccccc2C(=O)O1 (configuration not stated) as listed: CCR6 antagonist = 30; EBI2 antag = -2; Gli-Sufu block = 4; APJ ag = 2; APJ antagonist = 4; CXCR6 block = 3; ATG4B inh = -6; UBC13 inh = 7
O=C(CCNc1cccc(C(F)(F)F)c1)c1ccco1 as listed: CCR6 antagonist = 16; EBI2 antag = -6; Gli-Sufu block = 2; APJ ag = 1; APJ antagonist = -14; CXCR6 block = -11; ATG4B inh = 0; UBC13 inh = -10

The list continues:
SMILES	CCR6 antagonist	EBI2 antag	Gli-Sufu block	APJ ag	APJ antagonist	CXCR6 block	ATG4B inh	UBC13 inh
COC(=O)CCN(Cc1cc(OC)ccc1OC)S(=O)(=O)c1ccccc1Br	16	2	4	nt	nt	-2	-3	nt
Cc1ccc(OCC(=O)N/N=C\c2ccc(O)cc2)c([N+](=O)[O-])c1	20	16	7	-2	-48	3	-16	-1
COc1ccc(NC(=O)CCNS(=O)(=O)c2ccc3c(c2)CCC(=O)N3)cc1	7	-6	4	0	7	-8	-5	-1
O=C1c2ccccc2C(=O)N1Cc1nc2ccccc2c(=O)n1CCCn1ccnc1	7	-2	11	nt	nt	2	-9	nt
CN(CCc1ccccc1)C(=O)c1cccc(NC(=O)Cc2cccc(NC(=O)C3CCN(C(=O)c4ccccc4)CC3)c2)c1	2	18	-3	nt	nt	6	-3	nt
CCOc1ccc(NC(=O)COC(=O)c2ccc3c(c2)OCO3)cc1	3	-13	-13	-2	-2	6	0	-5
CSc1nc(N2CCN(Cc3ccc4c(c3)OCO4)CC2)c2ccccc2n1	19	-9	2	-3	-3	4	1	4
CCCSc1cc(N2CCN(C)CC2)nc(-c2ccc(OC)cc2)n1	-10	-7	2	-2	1	-19	3	20
Cn1c(=O)[nH]c(=O)c2c1nc(N1CCCCC1)n2CCSc1nc2ccccc2o1	11	5	2	-4	-3	-12	-18	0
COc1ccc(-n2nnnc2SCC(=O)N(C)C2CCS(=O)(=O)C2)cc1 (configuration not stated)	3	-9	6	1	1	0	-3	-4
Cc1[nH]c2ccc(C(=O)OCC(=O)Nc3cccc(S(N)(=O)=O)c3)cc2c1C	8	1	0	1	-16	-13	-7	8
CC(=O)c1cc(NC(=O)c2ccc(Cl)cc2)c(=O)oc1/C=C/N(C)C	25	9	1	-4	12	16	0	-62
Cc1cc(C(=O)NNC(=O)Cc2ccc(Cl)cc2)c(C)o1	9	0	2	-5	14	7	0	0
O=C(Oc1ccccc1Cl)C1CCN(C(=O)c2ccc(F)cc2)CC1	7	17	-1	9	5	-5	-15	-2
O=C(c1ccccc1)N1N=C(c2ccccc2O)CC1c1ccccc1 (configuration not stated)	9	-6	-10	-4	7	11	12	8

Taken from above:
Result of CCCCn1c(N)c(N(CCOC)C(=O)c2cc(-c3ccccc3)nc3ccccc23)c(=O)[nH]c1=O under APJ antagonist: -60
Result of O=C(O)c1cc(-c2ccc(Cl)c(Cl)c2)n(-c2ccccc2)n1 under Gli-Sufu block: -12
Result of Cc1[nH]c2ccc(C(=O)OCC(=O)Nc3cccc(S(N)(=O)=O)c3)cc2c1C under APJ ag: 1

Additional entries
SMILES	CCR6 antagonist	EBI2 antag	Gli-Sufu block	APJ ag	APJ antagonist	CXCR6 block	ATG4B inh	UBC13 inh
Cc1ccc(S(=O)(=O)NCC(=O)NCC(=O)NCCc2ccccc2F)cc1C	-2	-1	4	-4	8	9	-6	2
CCOc1ccc(NC(=O)CSc2nnc(C3CC3)n2N)cc1	-6	1	2	-5	-1	-7	-18	-7
COc1ccccc1CNC(=O)C1CCCN(S(=O)(=O)c2c(C)[nH]c(=O)[nH]c2=O)C1 (configuration not stated)	17	4	-4	-1	13	-4	5	-5
c1ccc(-c2ncc(CSc3nncn3-c3ccccc3)s2)cc1	19	2	0	0	-4	-2	1	-5
CC1CCN(c2ccccc2NC(=S)NC(=O)C(C)(C)C)CC1	29	10	3	-1	-15	8	10	-12
O=C(OCC(=O)N(C1CCCCC1)C1CCCCC1)c1ccccc1O	26	18	-3	-1	26	2	-3	6
O=C(Nc1ccc(C(=O)NN2C(=O)c3ccccc3C2=O)cc1)c1ccccc1	16	-2	-8	-4	25	11	2	7
CC(NC(=O)C(NC(=O)C1CCCN1C(=O)OC(C)(C)C)C(C)C)C(N)=O (configuration not stated)	-9	0	-8	-4	10	3	-8	3
O=C(Nc1ccccc1C(F)(F)F)c1cc(-c2ccc(O)cc2)on1	0	14	-20	-3	12	-6	2	17
O=C(COc1ccc(Br)cc1CO)N1CCCc2ccccc21	19	-3	9	-1	12	3	6	2
C/C(N)=C(/C#N)C(=O)COc1ncnc2ccc(Br)cc12	-9	-16	0	4	-1	-3	-5	7
CCCn1c(SCC(=O)N2CCN(CC)CC2)nc2c1c(=O)n(C)c(=O)n2C	0	-7	-5	-3	22	-2	-13	0
CC(=O)Nc1c(NC(C)C)c2ccccc2oc1=O	4	-4	5	-5	8	7	-2	7
Nc1ncc(S(=O)(=O)c2ccc([N+](=O)[O-])cc2)s1	-7	-43	7	nt	nt	-6	1	nt
COc1ccc(CCNC(=O)CN(c2cc([N+](=O)[O-])ccc2OC)S(C)(=O)=O)cc1	11	-2	3	-1	-12	-10	0	-8
CSc1nc(C)c(Cc2c(F)cccc2Cl)c(=O)[nH]1	2	5	-1	2	-17	-5	0	-2
COc1cccc2sc(Nc3nc(-c4cc5ccccc5oc4=O)cs3)nc12	24	46*	1	nt	nt	15	-10	nt
Cc1ccc2nc(-c3ccccc3)c(CC(=O)O)c(C(=O)O)c2c1	-1	-8	-9	-1	-7	-9	-9	-5
CN(C)/C=C(/C(=O)c1ccc(Cl)c(Cl)c1)S(C)(=O)=O	4	-4	3	-2	11	6	10	4
Cc1ccc(NC(=O)CSc2nnc(-c3cccnc3)o2)c(C)c1	16	-16	5	-4	14	-4	2	0

Results in CCR6 antagonist, for two of the compounds above:
mol,CCR6 antagonist
Cc1ccc2nc(-c3ccccc3)c(CC(=O)O)c(C(=O)O)c2c1,-1
Cc1ccc(NC(=O)CSc2nnc(-c3cccnc3)o2)c(C)c1,16

Screens from PubChem.
